M5 PAM: CHRM5 positive allosteric modulation | P08912 | CHO-K1 hM5, Fluo-8 calcium, ACh EC20 PAM; 0% = ACh EC20, 100% = ACh EC100 | activation, % at 3 µM | hit rate 0.3% among 360,000 | AID 624038;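 active means activation above the run cutoff, the mean activation of all test compounds plus 3 SD, cut at about 18% in these data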
Target sequence (P08912 whole entry, looked up): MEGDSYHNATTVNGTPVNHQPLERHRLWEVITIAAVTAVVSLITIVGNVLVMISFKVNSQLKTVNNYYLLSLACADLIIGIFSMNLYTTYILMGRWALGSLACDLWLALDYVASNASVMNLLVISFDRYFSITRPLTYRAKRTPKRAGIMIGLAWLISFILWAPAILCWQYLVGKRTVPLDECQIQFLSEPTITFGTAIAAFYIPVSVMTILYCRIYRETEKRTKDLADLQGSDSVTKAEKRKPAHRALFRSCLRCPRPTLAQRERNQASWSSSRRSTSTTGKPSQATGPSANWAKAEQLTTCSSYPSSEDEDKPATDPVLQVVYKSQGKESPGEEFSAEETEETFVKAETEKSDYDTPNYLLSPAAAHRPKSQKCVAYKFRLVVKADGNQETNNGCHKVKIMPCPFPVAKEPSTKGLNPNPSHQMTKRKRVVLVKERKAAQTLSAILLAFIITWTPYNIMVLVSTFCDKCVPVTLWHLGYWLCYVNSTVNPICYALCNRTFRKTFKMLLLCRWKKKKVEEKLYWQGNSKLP
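Test system: CHO-K1 hM5 cells / Doses: single-point, 3 µM nominal / Times: Post-acetylcholine fluorescence recording 140 s / Technique: Fluo-8 calcium fluorescence / Measure: Max/basal fluorescence ratio as % of EC20–EC100 ACh window / Benchmarks: low control EC20 acetylcholine (0%), high control EC100 acetylcholine (100%) / Replicates: one well per compound, no replicates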
CRFBP-R2 agonist: CRF-BP/CRF-R2 complex agonism | hit rate 0.46% among 350,000 | AID 588473 | HEK293 CRF-R2/CRF-BP, calcium dye fluorescence (FLIPR); percent of saturating CRF peptide response | activation, % at 13.2 µM;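 active means activation of at least 50%, plus an integration ratio under a set limit after plate pattern correction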;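 further: plate controls were neutral control wells without compound for no effect and CRF at EC100 for full effect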
CRFBP-R2 block: blocks CRF-induced signaling of the CRF-BP/CRF-R2 complex | HEK293 CRF-R2/CRF-BP, CRF-induced calcium fluorescence | inhibition, % at 11.8 µM | hit rate 0.59% among 350,000;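 active means inhibition of the ligand-induced calcium signal above about 50% at the single tested concentration, limit read from the data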
M5 ag: agonists of human muscarinic M5 receptor (CHRM5) | P08912 | CHO-K1 hM5 cells, Fluo-8 calcium fluorescence; 0% DMSO wells, 100% maximal acetylcholine response | activation, % at 3 µM | hit rate 0.19% among 360,000;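 active means activation above the run's mean over test compounds plus 3 SD, cut at about 23% in these data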;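 further: signal is peak over basal fluorescence ratio across the kinetic read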
CHRM4 antagonist: CHRM4 antagonism in calcium assay | hit rate 0.73% among 360,000 | P08173 | CHO-hM4 cells, ACh EC80, Fluo-8 calcium fluorescence | inhibition, % at 3 µM;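 active means inhibition above its plate's cutoff, the mean inhibition of sample wells plus 3 SD, cut at about 27% in these data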;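 further: 0% = acetylcholine EC80 with DMSO and 100% = DMSO without agonist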
Target sequence (P08173 whole entry, looked up): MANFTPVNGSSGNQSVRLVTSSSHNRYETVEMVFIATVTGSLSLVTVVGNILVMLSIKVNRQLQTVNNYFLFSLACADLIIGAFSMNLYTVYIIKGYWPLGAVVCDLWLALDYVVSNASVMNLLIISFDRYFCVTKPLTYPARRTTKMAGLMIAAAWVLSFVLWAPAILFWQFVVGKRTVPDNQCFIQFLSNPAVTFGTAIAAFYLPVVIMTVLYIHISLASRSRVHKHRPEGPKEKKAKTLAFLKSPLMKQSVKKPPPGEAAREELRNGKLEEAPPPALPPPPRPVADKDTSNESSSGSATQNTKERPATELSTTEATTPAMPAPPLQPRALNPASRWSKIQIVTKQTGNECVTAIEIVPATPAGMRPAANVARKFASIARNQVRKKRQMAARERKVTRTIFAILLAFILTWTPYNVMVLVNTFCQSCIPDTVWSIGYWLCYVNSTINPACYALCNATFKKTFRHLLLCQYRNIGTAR
M4 PAM: positive allosteric modulators of human muscarinic M4 receptor. AID 624126. CHO-K1 hM4/Gqi5, Fluo-8 calcium fluorescence, ACh EC20; 0% = ACh EC20, 100% = maximal ACh. hit rate 0.4% among 360,000. activation, % at 3 µM;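 active means activation above its plate's cutoff, the mean activation of sample wells plus 3 SD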; further: some results filed as inactive read as strong as hits
M4 ag: CHRM4 agonism in calcium assay | CHO-K1 hM4/Gqi5, Fluo-8 calcium fluorescence; vehicle 0%, full acetylcholine response 100% | activation, % at 3 µM | P08173 | AID 624127 | hit rate 0.14% among 360,000;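 active means activation above the run mean over all test wells plus 3 SD, cut at about 32% in these data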;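 further: peak over basal fluorescence ratio per well then scaled between controls; 0% = DMSO wells and 100% = acetylcholine at EC100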
CHRM5 antagonist: CHRM5 antagonism in calcium assay | P08912 | CHO-hM5 cells, Fluo-8 calcium fluorescence, ACh EC80 | inhibition, % at 3 µM | hit rate 0.59% among 360,000;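 active means inhibition above a per-plate cutoff, the mean of that plate's test compounds plus 3 SD, cut at about 27% in these data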;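 further: 0% = acetylcholine EC80 with DMSO and 100% = DMSO without agonist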
IDE inh: cellular human IDE inhibition; HEK cells, FAbetaB cleavage, fluorescence polarization; inhibition, % at 5.59 µM; hit rate 0.41% among 320,000;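 active means percent inhibition above the average of all tested compounds plus 3 SD, set per screening campaign, cut at about 16% in these data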;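 further: IDE supplied by intact live HEK cells; FP after avidin binding of uncleaved biotin substrate so inhibition keeps polarization high; 0% = DMSO wells and 100% = 60 µM reference IDE inhibitor Ii1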
* marks the source's active call; other numbers are inactive results; nt = no result given.

SMILES	M5 PAM	CRFBP-R2 agonist	CRFBP-R2 block	M5 ag	CHRM4 antagonist	M4 PAM	M4 ag	CHRM5 antagonist	IDE inh
C/C(=N\Nc1ccccc1)c1cccs1	15	-1.4	0	1	3	-1	1	-1	nt
CC1(C)CC(=O)C2=C(C1)N(C1CCCCC1)C(=O)C2(O)C(F)(F)F (stereo unspecified)	-1	-1.2	9	1	-4	4	0	-4	-2
CCCC[C@@H]1CNC(=S)N1CCc1cccc(F)c1	-4	-2.5	5	-4	2	6	0	2	-4
CCc1ccc(C(=O)N2CCCC2)s1	10	-1.6	3	0	-6	24	-2	-7	1
CC(C)c1cc(C(=O)Nc2cc(Br)ccc2O)no1	-14	-1.2	17	-4	4	-8	1	34*	1
Cc1cc(Nc2cccc(Cl)c2)nc(N2CCOCC2)n1	-1	-3.6	-4	-4	-5	-2	0	-14	-1
CCC1=Nc2cc(C(=O)N3CCCCC3)ccc2Sc2ccc(C)cc21	-2	-0.2	-10	0	6	-4	1	9	3
COC(=O)c1cc(C(=O)Nc2cc(C)ccn2)cc([N+](=O)[O-])c1	-2	-1.4	34	1	0	3	1	8	13
COC(=O)C1=C(CN2CCN(C)CC2)NC(=O)NC1c1cc(C)ccc1C (stereo unspecified)	1	6.0	24	0	3	23	1	-1	0
CCOc1ccc2nc(NCCNC(=O)CC)c(C#N)cc2c1	-4	-2.5	24	-6	-3	0	1	-5	2
COC(=O)[C@]1(C)N[C@H](CN(C)C(=O)c2ccc(F)cc2)[C@@H]2C(=O)N(C)C(=O)[C@@H]21	-5	-0.8	10	0	-16	2	0	-5	-2
O=C(CNC1CCCCCC1)Nc1ccc(S(=O)(=O)NC2CC2)cc1	-7	1.4	-5	-6	2	-15	6	-6	7
NC(=O)c1cc(S(=O)(=O)NC2CCCCC2)co1	3	4.2	-6	-2	-15	12	1	-8	3
COc1ccc(/C(C)=N/Nc2nncc3ccccc23)cc1	-9	0.1	-11	-3	5	-4	1	5	-12
CCc1nc2c(OCc3ccc(OC(F)F)cc3)cccn2c1N(C)C(=O)c1ccco1	-6	nt	nt	-2	-16	-3	3	-4	nt
COc1ccc(C)cc1NC(=O)CN1CCN(S(=O)(=O)c2ccc3ccccc3c2)CC1	5	6.2	-27	-1	9	-2	1	14	-2
COC(=O)C1=NNC(C(=O)OC)C1c1ccccc1 (stereo unspecified)	-6	-0.8	-25	2	-2	-3	1	4	nt
O=C(NC1=NCCS1)c1ccc2c(c1)C(=O)N(Cc1ccco1)C2=O	0	0.4	11	6	-4	2	3	0	5
COc1cnn(-c2ccccc2)c(=O)c1SCc1ccc(Cl)cc1Cl	-2	-0.9	7	-2	9	2	-2	-3	-3
CC1(C)CC(=O)c2cc(OCC(=O)NCC3CCCO3)ccc2O1 (stereo unspecified)	-3	0.8	8	2	-6	5	1	0	-2
Cn1c(SCC(=O)NC(C)(C)C)nc(O)cc1=O	-2	1.3	23	4	-8	7	0	2	1
CC(C)c1ccccc1NC(=O)COC(=O)/C=C/c1cccc([N+](=O)[O-])c1	5	-2.5	6	0	0	-2	1	-2	-6
COc1ccc2[nH]cc(C(=O)CN(C)CCc3ccc(OC)c(OC)c3)c2c1	2	-1.1	-7	-2	0	11	2	2	0
O=C(Nc1ccccc1)c1ccc2c(c1)OCO2	-3	-1.7	-3	-2	-2	-1	0	7	3
CS(=O)(=O)N1CCCC(C(=O)N2CCN(c3cccc(Cl)c3)CC2)C1 (stereo unspecified)	-10	-1.8	12	-5	7	-7	1	9	5
OC[C@H]1OC(Nc2ccc(N=Nc3ccccc3)cc2)[C@@H](O)[C@@H](O)[C@@H]1O (stereo partly specified)	-1	1.3	-6	8	6	-11	15	10	5
CN(Cc1c(F)cccc1Cl)C(=O)CCc1c[nH]c2ccccc12	-3	-4.6	7	-4	-18	-6	6	1	-1
Cc1cc(N2CCOCC2)n2nc(C)c(-c3ccccc3Cl)c2n1	-7	-2.2	-10	-3	-5	5	1	11	nt
C[C@@H]1CN([C@@H](C)CO)C(=O)c2c(c3ccccc3n2C)-c2ccccc2CO[C@H]1CN(C)S(=O)(=O)c1ccc(C#N)cc1	2	5.5	0	2	0	11	3	-4	nt
O=C(NCC1CCN(Cc2ccccc2Cl)CC1)Nc1ccccc1F	-2	-0.1	5	-6	4	-11	1	3	3
O=C(NCCc1c[nH]c2ccccc12)/C(=C/c1cccnc1)NC(=O)c1cccs1	0	0.7	1	4	-2	-2	2	-5	8
CC1Cc2ccccc2N1C(=O)Cn1cnc2ccccc2c1=O (stereo unspecified)	11	-1.5	0	-1	11	-8	3	19	0
Cc1cc(NC(=O)CSc2nnc(-c3ccco3)n2Cc2ccccc2)no1	-8	-2.4	21	-3	2	-9	1	10	5
O=C(CCNC(=O)c1ccc([N+](=O)[O-])cc1)Nc1cccc(S(=O)(=O)N2CCOCC2)c1	8	0.5	9	-1	-22	7	-1	-12	-2
Cc1cccc(NC(=O)CN2CCCN(S(=O)(=O)c3ccc(Br)s3)CC2)c1	2	0.6	5	-6	1	0	3	-7	-1
Cc1ccc(C(=O)NCCN2C3=NC[C@H](C)N3C[C@H]2Cc2ccc(O)cc2)cc1Br	4	-0.1	0	-12	8	-3	2	0	2

2 entries picked at random from the list so far, as already listed:
SMILES	M5 PAM	CRFBP-R2 agonist	CRFBP-R2 block	M5 ag	CHRM4 antagonist	M4 PAM	M4 ag	CHRM5 antagonist	IDE inh
CC1(C)CC(=O)C2=C(C1)N(C1CCCCC1)C(=O)C2(O)C(F)(F)F (stereo unspecified)	-1	-1.2	9	1	-4	4	0	-4	-2
OC[C@H]1OC(Nc2ccc(N=Nc3ccccc3)cc2)[C@@H](O)[C@@H](O)[C@@H]1O (stereo partly specified)	-1	1.3	-6	8	6	-11	15	10	5

(further entries)
SMILES	M5 PAM	CRFBP-R2 agonist	CRFBP-R2 block	M5 ag	CHRM4 antagonist	M4 PAM	M4 ag	CHRM5 antagonist	IDE inh
O=C(O)c1ccccc1-c1nc(-c2ccccc2)c(-c2ccccc2)[nH]1	-8	1.6	-8	-3	3	-4	0	4	2
OCC[C@@H]1C[C@H](O)[C@@H](O)[C@]2(OCCc3cc(Cl)ccc32)O1	-2	nt	nt	2	-10	5	1	3	nt
CC(=O)c1ccc(-c2cnc3c(NC=O)cc(-c4cnn(C)c4)cn23)cc1	2	nt	nt	1	-1	7	1	5	nt
COc1cccc(-n2c(SCC(=O)NCCc3ccccc3)nnc2-c2ccoc2C)c1	-4	1.8	5	-10	-3	1	1	-1	2
COc1ccc(-n2c(-c3ccc(C)cc3)n[nH]c2=S)cc1	-7	-0.6	5	-1	-8	5	1	8	2
O=S1(=O)CC/C(=N\Nc2ccc(F)cc2)c2ccsc21	5	2.7	-33	3	-4	-6	3	-3	0
COc1ccccc1S(=O)(=O)N1CCn2cccc2C1C (stereo unspecified)	1	2.5	103*	2	3	7	0	1	nt
CSCCC(NC(N)=O)C(=O)Nc1cccc(S(=O)(=O)N2CCOCC2)c1 (stereo unspecified)	4	1.4	-10	-4	-13	8	1	6	4
CN1CCN(CC(O)COc2ccc(Cl)cc2)CC1 (stereo unspecified)	0	-2.0	6	-1	0	6	1	-1	-1
CC1CCCN(C(=O)C2COc3ccccc3O2)C1 (stereo unspecified)	-2	0.0	-10	-4	6	-3	1	4	-1
CCN(C(=O)Cc1c(C(=O)O)n(C)c2ccccc12)c1ccc(F)cc1	-10	-0.2	-2	5	4	-10	15	9	2
COc1ccc(C2=NNC(c3cccnc3)=Nc3ccccc32)cc1	1	-1.4	-25	-1	-1	3	0	3	-4
Cc1noc(C)c1C(=O)N1CCN(Cc2ccc3c(c2)OCO3)CC1	-2	-1.2	-2	3	-7	6	1	-10	0
COc1cc(/C=N/NC(=O)CC2C(=O)NN=C2C)ccc1O (stereo unspecified)	-1	-3.3	22	1	9	-12	0	-1	0
Cn1c2ccccc2c2c(C(=O)N3CCN(c4ccccn4)CC3)cn(C3CCCC3)c(=O)c21	-17	0.8	9	-5	-11	-7	10	9	2
Cc1ccc(S(=O)(=O)N2[C@@H](c3ccc(Cl)cc3)C(C(=O)O)=CC[C@H]2c2ccc(Cl)cc2)cc1	-14	-0.5	12	-2	4	-4	3	10	4
CCOC(=O)C1(C)CCN1C(=O)COc1ccccc1 (stereo unspecified)	-1	nt	nt	0	6	-1	1	5	nt
Cc1cccc(C)c1OCCN1C(=O)NC(C)(c2ccccc2)C1=O (stereo unspecified)	4	2.5	-33	0	-1	-3	1	-3	3
COc1cccc2[nH]c(C(=O)NC(C)c3ccccc3)cc12 (stereo unspecified)	-4	-0.8	-6	-2	7	-6	0	2	-9
Cc1[nH]nc2c1[C@@H](c1ccccc1[N+](=O)[O-])C(C#N)=C(N)O2	7	1.3	4	-3	0	-7	0	13	2
Cc1c(CN2CCC(C(=O)Nc3cccc(-c4cccc(Cl)c4)c3)CC2)cnn1C	-2	-0.5	2	-8	9	-6	2	3	4
Cn1c(=O)n(CC(=O)NCC2CCCO2)c(=O)c2c3c(sc21)COC(C)(C)C3 (stereo unspecified)	1	-1.8	2	-3	-6	0	0	1	-1
c1ccc(CCCc2nc(-c3cccnc3)no2)cc1	0	0.0	-3	1	5	-1	0	5	-1
Cc1ccc(CC(=O)Nc2cccc(C#N)c2)cc1	-5	1.0	9	-3	1	-6	1	0	4
OC(c1ccc(F)cc1)c1ncc(-c2cccc3ccccc23)[nH]1 (stereo unspecified)	-2	nt	nt	-1	-3	-4	3	6	nt
CCOc1ccc(CCNC(=O)C2CCCN(S(=O)(=O)N3CCOCC3)C2)cc1OCC (stereo unspecified)	-12	5.1	10	-2	-14	10	1	5	4
Nc1ccc(C(=O)Nc2nc3ccccc3s2)cc1	-13	-0.1	-9	9	-3	-1	4	-5	-1
Nc1cc(=O)[nH]c(SCC(=O)NCC2CCCO2)n1 (stereo unspecified)	1	-1.6	-1	-2	1	2	0	-1	0
CCc1ccc(/C(C)=N/NC(=O)CNC(=O)/C=C/c2ccccc2OC)cc1	5	0.3	8	-2	-2	7	1	6	0
Cc1ccc(S(=O)(=O)N2CCN(C(=O)CN3C(=O)CNC3=O)CC2)cc1	3	-0.9	10	1	-1	0	0	-1	-1
CCC1(c2ccccc2)NC(=O)N(CC(=O)Nc2ccc3c(c2)CCC3)C1=O (stereo unspecified)	-4	-1.6	-33	3	9	-4	3	7	nt
CS(=O)(=O)N(CC(=O)N1CCCCCC1)c1cc(Cl)ccc1Cl	-5	0.1	4	-1	1	-8	1	2	4
O=c1oc(-c2cccs2)nc2sc3c(c12)CCCC3	0	-1.1	-2	0	-17	17	0	-4	-4
CCOc1ccc(N(CC(=O)N2CCCCC2)S(=O)(=O)c2ccc(Cl)cc2)cc1	-6	-1.6	-20	-4	-11	6	0	19	0
COc1ccc(OC(C)C(=O)Nc2cccc(OC)c2)cc1 (stereo unspecified)	19*	-0.1	-14	-6	-14	5	0	-12	1
COc1ccc(S(=O)(=O)N(C)CC(=O)NCc2cccnc2)cc1Cl	-1	-1.1	9	1	-6	4	1	-7	3
O=C(CC1Sc2ccccc2NC1=O)Nc1ccccc1[N+](=O)[O-] (stereo unspecified)	4	-0.6	-16	0	-10	2	5	-6	-4

Screening results: PubChem, several laboratories
